# NR2E3 ag-1: agonists of human nuclear receptor NR2E3 | GST-NR2E3/biotin-RetCOR TR-FRET, 1536-well | inhibition of corepressor binding, % at 4.78 µM | actives 0.12% (n = 320,000) | AID 2300;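 active means percent inhibition above the cutoff of mean plus 3 SD of all tested compounds, set per screening campaign, cut at about 20% in these data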;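 further: 0% = DMSO wells and 100% = biotin wells as full block of FRET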
# Target sequence (Q9Y5X4 whole entry, looked up): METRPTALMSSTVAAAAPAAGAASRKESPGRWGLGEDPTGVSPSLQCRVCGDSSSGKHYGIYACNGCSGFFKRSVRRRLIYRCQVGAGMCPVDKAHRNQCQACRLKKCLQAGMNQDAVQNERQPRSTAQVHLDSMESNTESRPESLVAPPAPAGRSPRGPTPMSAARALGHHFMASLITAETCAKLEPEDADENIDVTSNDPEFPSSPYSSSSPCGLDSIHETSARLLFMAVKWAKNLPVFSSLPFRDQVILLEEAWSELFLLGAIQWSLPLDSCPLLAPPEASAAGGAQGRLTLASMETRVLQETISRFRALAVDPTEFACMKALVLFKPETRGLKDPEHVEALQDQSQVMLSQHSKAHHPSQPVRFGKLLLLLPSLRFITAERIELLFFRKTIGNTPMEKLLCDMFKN
#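 System: GST-NR2E3 and biotin-RetCOR proteins; probe or stimulus: 7 nM biotin-RetCOR; doses: compound at 4.8 µM, single dose; schedule: Compound–protein incubation for 5 h at 4 °C; detection: time-resolved FRET; read-out: percent inhibition; controls: biotin wells as high control, 0.6% DMSO wells as low control; format: 1536-well plates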
# Shn3 inh set2: reduces Shn3 3'UTR luciferase signal in osteoblasts; Clone20 osteoblast Shn3 3'UTR firefly luciferase, 24 h; inhibition, % at 12.5 µM; actives 0.52% (n = 360,000);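 active means mean inhibition of at least 75% with every replicate also reaching 75%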;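 further: 0% = median of neutral control wells and 100% = pilot-screen positive control compound; some compounds past the cut are filed as inactive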
# hiPSC survival: enhancers of human iPSC single-cell survival. actives 0.044% (n = 360,000). AID 602274. survival enhancement, % at 20 µM. hiPSC single-cell survival, ATPlite luminescence; 100% = ROCK inhibitor wells, 0% = DMSO; in the data active means survival enhancement above about 18%;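 further: cells exposed to compounds for 16 hours before the ATP read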
# CF NFkB inh: inhibitors of cystic fibrosis induced NF-kB. KKLEB NF-kB-GFP reporter, PAF-induced, GFP fluorescence overnight. actives 0.86% (n = 360,000). inhibition, % at 5 µM. AID 588850;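 active means at least 50% inhibition at 5 µM, scaled per plate between neutral and stimulator controls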;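 further: PAF is a Pseudomonas aeruginosa culture filtrate used as stimulus; plate controls were PAF-stimulated DMSO wells for no effect and unstimulated DMSO wells for full effect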
# Peg3 prom inh: reduces Peg3 promoter-driven luciferase expression in HeLa. HeLa PEG-Prom luciferase reporter, luminescence, overnight. actives 1.7% (n = 360,000). inhibition, % at 20 µM;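 active means inhibition of at least 50% at 20 µM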
# aDG glyco up: alpha-DG glycosylation activation | actives 0.22% (n = 360,000) | AID 624168 | Pro5-aDG cells, alpha-DG glycosylation AlphaScreen (IIH6); 0% Pro5, 100% B10-LARGE cell signal | activation, % at 10 µM;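 active means activation of at least 8% versus controls, or a plate z-score of at least 8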;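 further: Pro5 are CHO cells carrying HIG-tagged alpha-DG that lacks glycosylation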
# KKLEB tox: CF airway cell cytotoxicity counter-screen; KKLEB CF airway cells viability, ATPlite luminescence, overnight; stronger effect = lower value; cells stimulated with P. aeruginosa culture filtrate; actives 0.36% (n = 360,000); activity change (cytotoxicity), % at 5 µM;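 active means corrected activity change at or below -50% at 5 µM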
# TWEAK Fn14 block: TWEAK-Fn14 signaling inhibition; TWEAK-stimulated Fn14 reporter cells, luciferase luminescence, 8 h; inhibition, % at 10 µM; actives 2% (n = 360,000); in the data active means inhibition above about 50%
# HIF-2a inh: inhibitors of HIF-2a | AID 624352 | inhibition, % at 18.8 µM | actives 0.72% (n = 360,000) | 786-0 RCC cells HIF-2a reporter, luciferase luminescence, overnight;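 active means inhibition of the luminescence signal of 40% or more relative to plate controls, in a single-dose primary screen at 18.75 µM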
# NR2E3 ag-2: activates human NR2E3 receptor; inhibition of corepressor binding, % at 3.98 µM; AID 602229; CHO-S Gal4-NCOR/VP16-NR2E3 two-hybrid, luciferase; actives 0.35% (n = 360,000);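 active means inhibition above the mean of all tested compounds plus 3 SD, cut at about 70% in these data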;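 further: 0% = DMSO with NR2E3 transfected cells and 100% = cells lacking NR2E3 construct; higher means lower luciferase signal from less NR2E3 corepressor binding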
# TRPM1 prom inh: inhibitors of MITF-driven TRPM1 promoter in melanoma cells; SK-MEL-5 TRPM1 promoter luciferase, 24 h; inhibition, % at 12.5 µM; actives 0.83% (n = 330,000);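 active means mean inhibition across replicates of 60% or more, whatever share of single replicates reaches that level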; further: values of inactives mirror those of a sister screen read the other way
# * = called active by the depositor; · = no result given.
SMILES,NR2E3 ag-1,Shn3 inh set2,hiPSC survival,CF NFkB inh,Peg3 prom inh,aDG glyco up,KKLEB tox,TWEAK Fn14 block,HIF-2a inh,NR2E3 ag-2,TRPM1 prom inh
CCOc1ccc(OCCC(=O)NNC(=O)c2nn(C)c(=O)c3ccccc23)cc1,3,1,0.4,-35,8,-0.2,16,2,3,28,10
CC(C)[C@@H]1CC2=C(C(=O)OC(C)(C)O2)[C@H](CCc2ccccc2)O1,·,·,-1.5,·,·,0.1,·,5,8,-1,·
CC1(c2ccccc2)NC(=O)N(CC(=O)Nc2ccc(Cl)c(S(=O)(=O)N3CCCCC3)c2)C1=O (centres undefined),-1,-2,0.0,-23,17,-0.1,-9,16,9,-3,-1
Cc1ccccc1C(=O)/C=C1/SCC(=O)N1C,2,2,-0.2,-10,-1,-0.2,4,15,6,-20,9
O=S1(=O)[C@H]2C[C@@H]3C=C[C@@]2(CN1Cc1ccccc1F)O3,-2,-1,-1.3,2,3,-0.1,-15,7,5,-16,1
COC(=O)[C@H](Cc1c[nH]c2ccccc12)NC(=O)CCCc1c[nH]c2ccccc12,1,17,-0.7,8,16,-0.1,-31,27,11,-21,9
Cc1ccc([C@H]2C[C@H](O)[C@@H](n3cc(C4CC4)nn3)CN2Cc2cccs2)cc1,·,-58,-0.4,-16,-119,0.0,1,-6,-228,-34,·
O=C(O)CCC(=O)N1CCN(c2ncccn2)CC1,2,-6,-0.5,-19,8,-0.1,1,10,17,-18,2
CCCCCCn1c(N)c(C#N)c2ccc([N+](=O)[O-])cc2c1=O,-2,-2,-1.7,0,22,0.4,4,-17,9,-7,·
COc1cc(CN2C(=O)C(C)ON=C2c2cccs2)cc(OC)c1 (centres undefined),·,18,0.1,-4,14,-0.1,4,6,-5,-14,·
Cc1ccc(S(=O)(=O)Nc2nc3ccccc3nc2N2CCN(c3ccccc3F)CC2)cc1,3,14,-1.6,20,-2,0.5,-2,-13,7,-11,3
O=C(CNC(=O)c1cccc(S(=O)(=O)N2CCc3ccccc32)c1)Nc1ccc(F)c(F)c1F,·,4,2.7,6,21,-0.2,-19,-33,0,-4,17
COCCn1c(COc2ccc(OC)cc2)nc2ccccc21,1,-15,0.3,-4,-103,0.6,1,-19,-99,-13,-23
COc1c([N+](=O)[O-])cc(C(=O)NNC(=O)c2ccc(C)cc2)cc1[N+](=O)[O-],-1,-19,0.0,12,-7,0.0,-11,23,9,-32,0
Cc1ccc(NC(=O)COC(=O)CN2CCSC2=O)cc1Cl,·,11,0.4,-12,8,-0.1,4,3,-5,8,·
COc1ccc(N2C(=O)c3ccccc3NC2c2ccc(OC)c(CSc3ccccn3)c2)cc1 (centres undefined),-40,-19,-2.3,9,-174,0.1,-8,12,-210,-129,-55
CC1(C)CC2CC(C)(CN2C(=O)c2cc(-c3ccccc3O)on2)C1 (centres undefined),-2,11,-1.6,2,20,0.0,9,15,-25,-29,0
O=C(CS(=O)(=O)c1ccccc1)Nc1ccccn1,-1,4,4.1,0,6,0.3,2,0,2,-17,5
CN(CC(=O)Nc1ccc2c(c1)OCCO2)S(=O)(=O)c1cccc2cccnc12,4,6,-1.9,-6,-11,-0.1,-2,24,-11,-25,1
COC(=O)CSc1n[nH]c(-c2ccncc2)n1,-1,-9,8.1,4,-3,0.0,-2,0,6,-11,0
CN(c1ccccc1)S(=O)(=O)c1cccc(NC(=O)COc2ccccc2)c1,7,21,0.3,-5,-34,0.1,15,20,-38,-6,·
O=C(c1ccccc1OCc1ccc(Cl)cc1)N1CCN(c2ccccn2)CC1,0,-4,1.5,-4,9,0.3,14,-32,-15,-30,-31
COc1ccccc1Nc1ncnc2c1c(C)c(C)n2CCO,·,-46,0.4,-4,-106,0.1,-5,-48,-163,-21,-35
O=C(O)Cn1c(SC2CCCCC2)nc2ccccc21,-1,6,-1.6,-7,-8,-0.1,9,-14,-20,-20,-7
Cc1cc2occ(CC(=O)N(C)CC(=O)Nc3ccccc3Cl)c2cc1C,-1,3,-0.2,-23,6,0.1,11,-27,6,-12,4

# Part of the list above, with tabs:
SMILES	NR2E3 ag-1	Shn3 inh set2	hiPSC survival	CF NFkB inh	Peg3 prom inh	aDG glyco up	KKLEB tox	TWEAK Fn14 block	HIF-2a inh	NR2E3 ag-2	TRPM1 prom inh
COC(=O)CSc1n[nH]c(-c2ccncc2)n1	-1	-9	8.1	4	-3	0.0	-2	0	6	-11	0
O=C(CNC(=O)c1cccc(S(=O)(=O)N2CCc3ccccc32)c1)Nc1ccc(F)c(F)c1F	·	4	2.7	6	21	-0.2	-19	-33	0	-4	17
Cc1ccc(S(=O)(=O)Nc2nc3ccccc3nc2N2CCN(c3ccccc3F)CC2)cc1	3	14	-1.6	20	-2	0.5	-2	-13	7	-11	3

# Next entries follow.
SMILES,NR2E3 ag-1,Shn3 inh set2,hiPSC survival,CF NFkB inh,Peg3 prom inh,aDG glyco up,KKLEB tox,TWEAK Fn14 block,HIF-2a inh,NR2E3 ag-2,TRPM1 prom inh
COc1cc([N+](=O)[O-])ccc1NC(=O)/C=C/C(=O)O,-6,12,0.5,-1,2,-0.1,1,0,7,-36,5
C1CCN(c2nc(N3CCCCC3)nc(N3CCNCC3)n2)CC1,3,1,-2.1,-12,32,3.6,-1,-2,24,-6,2
CS(=O)(=O)N1CCCC(C(=O)NCCc2ccc(Cl)cc2)C1 (centres undefined),0,14,2.6,-24,5,-0.1,17,17,17,-1,3
Cc1ccc(C(=O)O)cc1[N+](=O)[O-],4,-7,2.3,8,7,-0.1,-5,-6,4,-10,-8
CCCCNC(=O)C(=O)Nc1ccc2c(c1)N(S(=O)(=O)c1cccs1)CCC2,·,22,-1.7,0,-24,-0.2,-5,-12,-28,-47,·
NC(=O)c1ccsc1NC(=O)COC(=O)COc1ccccc1[N+](=O)[O-],4,3,-0.1,7,-11,0.0,1,5,10,-1,11
COc1ccc(-c2cnc(SCC(=O)Nc3cc(C)on3)n2Cc2ccco2)cc1,0,-25,-2.1,-2,13,-0.3,-3,16,26,-6,-12
COc1cc(NC(=S)NC(C)=O)ccc1NC(=O)C(C)C,3,-17,-3.9,-1,-44,-0.3,2,-20,-90,-15,-21
Cc1ccc(NC(=S)N/N=C2\CC(C)(C)Oc3ccc(O)cc32)cc1,2,30,-1.1,27,3,0.6,0,-22,10,-1,-1
N#Cc1ccccc1CSc1ncccc1C(=O)O,7,-9,-0.1,15,4,-0.1,-12,-2,14,-1,11
O=[N+]([O-])c1cc(C(F)(F)F)cc([N+](=O)[O-])c1NCCCNc1ccc([N+](=O)[O-])c2cccnc12,-11,-12,-0.9,21,6,0.4,-10,22,13,-14,3
S=C(Nc1ccc(Cl)c(Cl)c1)NN1CCOCC1,0,-21,-0.5,28,0,0.0,-4,15,-4,-1,2
CCCn1c(NCc2ccco2)nc2c1c(=O)n(C)c(=O)n2C,-4,9,3.3,-10,15,1.6,8,7,8,5,1
Cc1ccc(-c2nc(P(=O)(c3ccccc3)c3ccccc3)c(N3CCOCC3)o2)cc1,2,4,-0.6,2,16,-0.3,-4,-11,15,-6,3
O=[N+]([O-])c1ccc(CSc2ccc(S(=O)(=O)N3CCCCC3)cn2)cc1,·,49,-0.3,16,12,0.1,-2,-6,-3,16,3
N/C(Cn1cncn1)=N\NC(=O)C(=O)Nc1ccc(Cl)cc1Cl,3,14,3.6,-30,-10,0.4,4,-34,-17,-29,8
CC(=O)c1ccc2noc(-c3ccc(Cl)cc3)c2c1,2,-9,-1.1,-6,-14,-0.1,3,14,-56,-21,-17
CCOC(=O)C1Cc2ccccc2CN1 (centres undefined),2,-5,-0.9,8,10,-0.1,1,-2,5,1,-3
Cc1cc(=O)n(Nc2ccccc2)c(O)c1C#N,·,-2,-2.1,-7,6,0.0,3,-12,7,-39,·
COc1ccc(CCNC(=O)C(=O)N2CCCCC2)cc1OC,3,-16,-1.5,1,-4,0.0,-4,3,6,-3,5
Fc1ccc(-c2cc(C(F)(F)F)nc(NCc3cccs3)n2)cc1,-3,5,-1.4,2,7,0.7,15,16,14,-3,10
COc1ccc(NC(=O)COC(=O)/C=C/C(=O)OCC(=O)Nc2ccc(OC)c(Cl)c2)cc1Cl,0,56,-2.4,-22,56*,0.0,-8,39,22,-11,-7
COc1ccc(C(C(=O)NC(C)(C)C)N(Cc2cccs2)C(=O)CCC(=O)Nc2cc(C)on2)cc1 (centres undefined),-1,-7,-4.1,-4,6,0.1,12,-1,17,-19,7
COc1ccnc(-n2cccc2/C=N/O)c1C#N,-1,-3,-2.6,2,2,0.3,3,-28,8,-33,-6
CC(=O)c1cccc(NC(=S)NC(=O)CC(C)C)c1,2,4,2.4,4,-45,0.3,4,-13,-97,8,-23
SMILES,NR2E3 ag-1,Shn3 inh set2,hiPSC survival,CF NFkB inh,Peg3 prom inh,aDG glyco up,KKLEB tox,TWEAK Fn14 block,HIF-2a inh,NR2E3 ag-2,TRPM1 prom inh
CC1Cc2ccccc2N1Cc1cc(=O)n2ccsc2n1 (centres undefined),2,1,-2.4,-3,21,-0.3,-12,1,-5,-34,19
CC1CCN(S(=O)(=O)c2ccc(N/N=C(/C#N)C(N)=O)cc2)CC1,0,5,0.3,-8,20,-0.2,7,-16,6,-4,0
COc1cc(C(=O)NCCc2c[nH]c3ccccc23)ccc1OCc1c(C)noc1C,2,-11,1.9,-6,63*,-0.2,5,14,13,25,-1
Cc1c(CC(=O)N2CCN(C(=O)C3COc4ccccc4O3)CC2)c(=O)oc2c(O)c(O)ccc12 (centres undefined),11,0,-0.1,-18,6,-0.3,14,-22,13,-35,0
CCOC(=O)N1CCN(c2nc3ccccc3nc2C(C#N)C(=O)NCCc2ccccc2)CC1 (centres undefined),0,23,0.4,3,6,0.0,-7,6,3,-20,-5
CCC(CC)NC(=O)COC(=O)c1ccc(OCC(=O)Nc2ccccc2OC)c(OC)c1,1,-13,-1.2,32,28,-0.1,-5,-5,5,-14,11
Cn1sc2ccccc2c1=O,·,20,-1.7,20,8,0.1,6,-1,-1,20,·
NC(=O)C(CCCCN1CCCCC1)(c1ccccc1)c1ccccc1,·,-4,-1.3,-9,-3,-0.2,8,15,3,0,0
CCN(CC)c1nc2c(c(=O)n(C)c(=O)n2C)n1CCCc1ccccc1,2,6,0.5,12,17,0.1,-16,-6,8,-10,-5
Cc1cc2ccccc2nc1-c1ccccc1F,·,70,-2.6,10,-23,0.2,-13,-1,-3,9,-19
O=C(NC(=O)c1ccccc1)OCC1CCCN2CCCCC12 (centres undefined),-2,-1,1.1,-6,8,0.1,2,-1,8,6,-10
CN(C)CC1(c2ccccc2)CCCC1,4,13,0.9,3,-5,0.0,4,25,22,-1,5
Cc1nc(NCc2ccccc2)sc1C(=O)Nc1ccccc1,2,-45,-0.4,7,-165,0.1,1,-13,-220,-58,-56
COc1ccc(NC(=O)c2nc[nH]c2C(=O)Nc2ccccc2C)cc1,-2,6,-3.1,28,27,-0.4,-24,-8,6,11,26
CCCNc1nc(NCC)nc(OC)n1,2,-35,0.1,13,10,0.3,-11,-8,13,-15,-9
COCCNc1nc2nonc2nc1N1C[C@H]2CC[C@H]1C2,4,1,0.1,24,3,0.0,-3,0,15,-21,15

# Bioassay records: PubChem BioAssay, several laboratories
